Granule exo inh: LAMP-1 surface exposure blockers, TALL-104 cells – cell-based, flow cytometry, MLPCN library, primary screen; TALL-104 LAMP-1 surface exposure; cells stimulated with thapsigargin and PMA; inhibition, % at 10 µM; 0.66% of 360,000 active; AID 651702, 2012;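 active = inhibition above about 55%, limit read from the data; inconclusive = no clear call, values can overlap the other calls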
ABHD5-PLIN5 inh: ABHD5-PLIN5 interaction inhibitors, primary screen, cell lysate, split luciferase complementation, luminescence; Split G. princeps luciferase complementation, 4 h; inhibition, % at 4 µM; 0.78% of 360,000 active;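 active = inhibition above the mean inhibition across every tested compound plus 3 SD, cut at about 22% in these data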;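 note: 0% = DMSO only wells and the 100% control is not disclosed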
MC4R barr agon: MC4R agonists recruiting beta-arrestin, primary screen, cell-based, luminescence, agonist arm of biased-ligand search | Melanocortin receptor 4 (Homo sapiens), P32245 | 0.98% of 360,000 active | AID 540308, 2011 | U2OS MC4R beta-arrestin complementation; percent of melanotan II response, DMSO zero | activation, % at 8.9 µM;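 active = activation above a per-plate cutoff, the mean activation of sample wells on that plate plus 3 SD, cut at about 8% in these data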
Target sequence (P32245 whole entry, looked up): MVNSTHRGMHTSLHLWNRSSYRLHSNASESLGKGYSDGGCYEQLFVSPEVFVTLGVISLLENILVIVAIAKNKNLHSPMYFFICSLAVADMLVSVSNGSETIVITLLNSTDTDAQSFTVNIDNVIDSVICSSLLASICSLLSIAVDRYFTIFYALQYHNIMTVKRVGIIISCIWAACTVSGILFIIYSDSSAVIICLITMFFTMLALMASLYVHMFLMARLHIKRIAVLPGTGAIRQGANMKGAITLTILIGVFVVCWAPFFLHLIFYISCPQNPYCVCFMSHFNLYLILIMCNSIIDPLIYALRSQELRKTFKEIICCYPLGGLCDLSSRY
NOD2-RIPK2 inh: NOD2-RIPK2 binding disruptors in cells, primary screen, fluorescence, CHO cells, BLA complementation | CCF4 ratio | 0.38% of 360,000 active | inhibition, % at 4.98 µM | Receptor-interacting serine/threonine-protein kinase 2 (Homo sapiens), O43353; in the data active = inhibition above about 21%;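 note: 0% = vehicle only and 100% = reference blocker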
Target sequence (O43353 whole entry, looked up): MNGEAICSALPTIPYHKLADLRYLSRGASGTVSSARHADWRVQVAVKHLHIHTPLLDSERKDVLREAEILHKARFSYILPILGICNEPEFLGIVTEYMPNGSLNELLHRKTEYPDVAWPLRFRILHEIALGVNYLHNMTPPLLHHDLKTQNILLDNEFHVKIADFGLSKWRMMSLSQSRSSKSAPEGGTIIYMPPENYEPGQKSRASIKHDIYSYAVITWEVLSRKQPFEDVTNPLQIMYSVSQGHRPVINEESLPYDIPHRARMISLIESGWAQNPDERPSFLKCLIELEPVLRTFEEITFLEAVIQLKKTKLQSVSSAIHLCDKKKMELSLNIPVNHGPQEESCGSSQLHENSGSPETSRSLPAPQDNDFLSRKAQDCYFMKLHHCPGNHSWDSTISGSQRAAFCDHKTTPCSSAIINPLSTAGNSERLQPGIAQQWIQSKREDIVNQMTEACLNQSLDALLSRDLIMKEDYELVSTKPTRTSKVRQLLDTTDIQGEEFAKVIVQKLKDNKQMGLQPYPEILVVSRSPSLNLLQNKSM
TLR9-MyD88 block: inhibitors of TLR9-MyD88 association in cells, primary screen, cell-based, CHO, BLA complementation, fluorescence. Toll-like receptor 9 (Homo sapiens) + Myeloid differentiation primary response protein …. CCF4 FRET ratio. inhibition, % at 4.98 µM. 0.21% of 340,000 active. AID 504734, 2011;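 active = inhibition above the mean over all tested compounds plus 3 SD, cut at about 21% in these data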;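 note: 0% = DMSO only wells and 100% = clavulanate BLA inhibitor control wells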
ABCB6 inh MLPCN: ABCB6 transporter inhibitors, primary screen, K562-ABCB6 cells, flow cytometry, MLPCN library; ATP-binding cassette sub-family B member 6 (Homo sapiens), Q9NP58; K562-ABCB6 porphyrin accumulation, 1 h; hits give low values; fluorescence ratio to DMSO, % at 10 µM; 0.19% of 360,000 active;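 active = fluorescence ratio to DMSO below 75%, the collection mean minus 3 SD; inconclusive = too few cells collected in the well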;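 note: signal is porphyrin accumulated inside mitochondria; 100% equals median channel fluorescence of DMSO control wells; lower ratio means ABCB6 inhibition with less porphyrin fluorescence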
N-glyco inh: increase of ERlucT glycosylation luciferase signal, primary screen, N-linked glycosylation inhibitor project, D54 ERlucT cells, luminescence, set 2 | reporter increase, % at 12.5 µM | 0.23% of 360,000 active | D54 ERlucT glycosylation luciferase reporter, 24 h; percent of 100 nM tunicamycin response;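 active = mean luciferase reporter signal, scaled so untreated is 0 and the glycosylation-blocking control 100, at or above a set limit in every replicate; inconclusive = mean reaches the limit but not every replicate does; inactive = mean below the limit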;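 note: luciferase carries N-glycosylation sites so blocking glycosylation raises the light; 0% = median of neutral control wells and 100% = median of 100 nM tunicamycin wells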
MC4R antagonist: MC4R antagonists of cAMP signaling, primary screen, cell-based, TR-FRET, antagonist arm of biased-ligand search | 0.48% of 360,000 active | MC4R-expressing cells, MTII-stimulated cAMP, LANCE TR-FRET | AID 540295, 2011 | inhibition, % at 6.5 µM;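 active = inhibition above its plate's cutoff, the mean of tested wells on that plate plus 3 SD, cut at about 29% in these data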;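 note: 0% = Melanotan II alone and 100% = Melanotan II plus saturating MCL0020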
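System: U2OS-MC4R stable cell line; Technique: Eu-cAMP/anti-cAMP TR-FRET, emission 671 nm; Repeats: single well per compound; Also added: Melanotan II; Dosing: one concentration, 6.5 µM nominal; Schedule: 30-min compound, 1-h challenge, 1-h detection, room temperature.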
Vif inh: HIV Vif self-association inhibitors, primary screen, imaging, HEK293T, single point; inhibition, % at 7.49 µM; 0.35% of 340,000 active; HEK293T cells, Vif self-association by quenched fluorescence, 24 h; in the data active = inhibition above about 50%, passing the limit was not always enough; inconclusive = no clear call, values can overlap the other calls; inactive = below about 31%; note: some results filed as inactive read as strong as hits
aDG glyco act: activators of alpha-DG glycosylation, primary screen, uHTS, Pro5-aDG cells, AlphaScreen; alpha-DG glycosylation AlphaScreen (IIH6); 0% Pro5, 100% B10-LARGE cell signal; activation, % at 10 µM; 0.22% of 360,000 active;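 active = activation of at least 8% versus controls, or a plate z-score of at least 8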;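 note: Pro5 are CHO cells carrying HIG-tagged alpha-DG that lacks glycosylation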
Active calls of the source: *; ? = inconclusive; / = not tested or not shown.

SMILES	Granule exo inh	ABHD5-PLIN5 inh	MC4R barr agon	NOD2-RIPK2 inh	TLR9-MyD88 block	ABCB6 inh MLPCN	N-glyco inh	MC4R antagonist	Vif inh	aDG glyco act
c1ccc2c(c1)CC(N1CCCCC1)c1ccccc1N2 (stereo unspecified)	0	0	-1.6	-8	-3	100	-2	-3	-2	-0.1
COc1cc(/C=N/NS(=O)(=O)c2ccccc2)ccc1OS(=O)(=O)c1ccc(C)cc1	-5	-2	-2.0	-4	7	90	1	-3	2	0.0
Cc1ccc(NC(=O)CC2S/C(=N/N=C3\CCCc4ccccc43)NC2=O)cc1 (stereo unspecified)	3	-1	7.7	-1	2	103	4	16	8	-0.3
COC(=O)CNC(=O)c1ccccc1C	2	-2	-0.5	-10	-3	89	1	1	-12	1.0
CCOC(=O)C1C(=O)C=C(C)C(C(=O)OCC)C1c1cccc([N+](=O)[O-])c1 (stereo unspecified)	1	-3	-0.9	7	4	105	1	4	-1	-0.1
COc1cccc(-n2c(Cc3cc(=O)[nH]c(=O)[nH]3)nnc2SCC(=O)NC2CCCC2)c1	-2	-2	-1.7	-1	-3	100	0	13	3	-0.2
CC[C@@]1(c2ccccc2OC)ON(c2ccccc2C(F)(F)F)C1=O	18	-4	1.0	1	-1	103	43*	6	-10	-0.3
O=C(Nc1nnc([C@@H]2C[C@H](O)[C@@H](CO)O2)s1)c1cccc(C(F)(F)F)c1	8	14	-0.6	-7	/	99	1	15	-1	-0.5
COc1cc(OC)cc(C(=O)NC2=NCCS2)c1	0	-4	-1.2	-10	0	93	4	0	?	0.1
COC(=O)CN(C)C(=O)c1ccc(OC2CCN(S(=O)(=O)N(C)C)CC2)cc1	26	4	0.7	-2	-3	95	-4	7	-3	0.1
O=C(C1=NN[C@@H]2C(=O)N(c3cccc(F)c3)C(=O)[C@H]12)c1ccc2ccccc2n1	-2	-2	-2.3	-6	0	104	2	-1	0	-0.3
Cc1ccc(-c2nc3ccccc3o2)cc1NC(=O)c1ccc2c(c1)OCO2	-3	-1	7.8	-8	-6	96	4	13	3	-0.2
CCCCNC(=O)C1CC(=O)N(C2CCCCC2)C1 (stereo unspecified)	0	-17	-0.5	-4	1	109	-1	1	12	-0.1
CC(=O)Nc1ccc(NC(=O)CN2C(=O)NC3(CCCCCCC3)C2=O)cc1	-2	1	-2.0	-11	5	99	0	5	-2	0.0
Nc1c(CO)nnn1-c1ccccc1	0	-1	1.4	-2	-5	99	0	0	11	0.3
CCOc1ccc(NC(=O)c2csc3c2CCCC3)cc1	-7	2	-1.4	0	-5	96	-4	1	-9	0.0
COc1ccc(Cc2nnc(SCC(=O)c3cccc([N+](=O)[O-])c3)n2C)cc1	-2	-2	-0.3	-4	-1	98	0	-2	6	0.1
COc1ccc(-n2nc(C(=O)NCC(=O)Nc3cc(OC)c(OC)c(OC)c3)c3ccccc3c2=O)cc1OC	-10	5	-0.7	-9	-5	101	-3	20	-10	-0.3
COc1ccc(NC(=O)CCn2c(=O)c3cccn3c3ccccc32)c(OC)c1	2	2	-2.5	-7	1	93	0	1	0	5.9
CCc1c(C)nc2cc(C)[nH]n2c1=O	-1	3	0.7	-1	-10	105	0	15	8	-0.2
CCOC(=O)c1c(NC(=O)C2C3C=CC(C3)C2C(=O)O)sc2c1CC(C)CC2 (stereo unspecified)	-2	-7	1.1	7	-4	103	-1	15	-2	0.1
CC1CCC2C(=O)N(c3ccc(Cc4ccncc4)cc3)C(=O)C2C1 (stereo unspecified)	1	-1	0.4	4	-3	90	-1	5	-5	3.0
COc1cc(NC(=O)CSCc2ccc(Cl)cc2Cl)c(C(=O)O)cc1OC	-4	5	-1.2	0	-1	98	2	6	?	0.0
CCCn1c(=O)c(C(=O)NNS(=O)(=O)c2ccc(C)cc2)c(O)c2ccccc21	-3	3	6.1	0	-7	101	1	11	/	-0.1
CC(=O)c1cc(F)ccc1OCC(=O)N1CCN(c2ccc(F)cc2)CC1	4	0	-0.2	-7	2	96	0	4	-11	0.0
SMILES	Granule exo inh	ABHD5-PLIN5 inh	MC4R barr agon	NOD2-RIPK2 inh	TLR9-MyD88 block	ABCB6 inh MLPCN	N-glyco inh	MC4R antagonist	Vif inh	aDG glyco act
COC(=O)c1c(NC(=O)C2COc3ccccc3O2)sc2c1CCN(Cc1ccccc1)C2 (stereo unspecified)	-4	-3	1.5	-8	2	95	-6	8	19	0.2
Cc1c(C(=O)C(=O)NCCC2=CCCCC2)c2ccccc2n1C	0	-5	0.3	0	-5	98	1	2	-1	-0.1
Cc1ccccc1-n1c(-c2ccc(Cl)cc2)cnc1SCC(=O)NC1CCS(=O)(=O)C1 (stereo unspecified)	-2	7	1.1	9	-7	104	-1	28	-4	0.1
COc1ccc(-c2noc(CN(C)Cc3ccccc3)n2)cc1	-2	-3	2.1	1	5	98	1	0	?	0.0
Cc1ccc(CN2CCSc3ccc(C(=O)NCc4ccccn4)cc32)cc1	40	4	-0.2	3	1	116	-2	-2	-2	0.4
O=C(Cn1ncc2c([nH]c3ccccc32)c1=O)N1CCc2ccccc2C1	0	0	-3.2	-2	0	87	0	2	2	-0.2
O=C1CCC(c2ccccc2)c2ccccc21 (stereo unspecified)	-9	-1	1.6	6	/	81	-1	-8	17	0.1
CCOc1ccc(OCc2ccc(C(=O)Nc3cccc(C)n3)o2)cc1	-2	-1	1.7	-6	8	99	1	6	-21	0.2
C=CCn1c(CNS(=O)(=O)c2ccc(Br)cc2)n[nH]c1=S	-12	-6	-4.0	5	-2	100	1	4	-2	0.3
O=c1oc(Nc2ccccc2F)nc2ccccc12	5	2	4.5	1	7	91	2	16	4	0.0
C/C(N)=C(/C#N)C(=O)CSc1nnnn1-c1ccc(C)cc1C	-1	3	-1.7	-5	-4	87	-1	24	-13	2.0
O=C(CC1C(=O)NCCN1C(=O)c1ccc([N+](=O)[O-])cc1)Nc1cccc(Cl)c1 (stereo unspecified)	9	1	-3.8	3	3	97	1	14	4	-0.1
Clc1cccc(OCCN2CCN(CCOc3cccc(Cl)c3)CC2)c1	53	23*	2.3	-6	-13	100	-6	3	4	3.4
Cc1[nH]c2ccccc2c1C(=O)COC(=O)C(C)C	-2	-1	-0.1	10	10	109	1	-2	7	0.1
Cc1cccc(CN2CCN(C3CN(Cc4ccc(F)cc4)S(=O)(=O)C3)CC2)c1 (stereo unspecified)	1	6	/	-10	/	95	-1	/	/	0.0
COC(=O)Cn1c(=NC(=O)c2ccc(OC)c(OC)c2)sc2cc(OC)ccc21	-1	0	7.2	-7	-3	99	2	-7	0	0.1
Cc1cc(C(=O)N/N=C/c2ccc3c(c2)OCO3)c2ccccc2n1	-6	7	-2.5	1	11	95	19	-15	9	-0.2
CC(=O)Nc1ccc(C(=O)/C=C/c2ccco2)cc1	5	29*	2.8	-29	7	111	-3	13	-8	-0.2
O=C(O)C1=C[C@H](c2ccc(C(F)(F)F)cc2)C[C@H](OCc2ccc(CO)cc2)O1	11	-12	-1.6	6	7	94	-1	4	-4	0.0
Cc1cc(F)ccc1S(=O)(=O)N1CCCCC1CCNC(=O)C(=O)NCCN1CCOCC1 (stereo unspecified)	-2	0	0.0	-1	-4	95	-1	1	-8	-0.1
CC(C)(C)OC(=O)N1CCCC(C(=O)Nc2cccc(C(=O)NCc3ccccc3)c2)C1 (stereo unspecified)	4	5	1.1	-6	-6	103	-1	2	/	-0.1
COc1cc2c(cc1OC)CN(c1ccc(-c3ccccc3OC)nn1)CC2	1	4	-2.8	-1	0	106	22	12	/	0.0
O=C1c2ccccc2NC(c2ccco2)N1/N=C/c1ccco1 (stereo unspecified)	-2	-5	-0.3	-11	2	102	1	-3	12	-0.2
CC1=CSC2=NC(=O)/C(=C\c3cccn3-c3ccccc3)C(=N)N12	10	0	0.2	-1	-2	95	5	5	-5	-0.4
Cc1cccc(C)c1-n1nnnc1C(c1ccnc2ccccc12)N(C)Cc1ccccc1 (stereo unspecified)	3	-5	/	-11	/	98	/	/	/	0.1
SMILES	Granule exo inh	ABHD5-PLIN5 inh	MC4R barr agon	NOD2-RIPK2 inh	TLR9-MyD88 block	ABCB6 inh MLPCN	N-glyco inh	MC4R antagonist	Vif inh	aDG glyco act
COc1cccc(N2CC(C)Cn3c2nc2c3c(=O)[nH]c(=O)n2C)c1 (stereo unspecified)	-8	10	-5.0	-4	3	98	6	3	-4	0.3
COCCN(C(=O)C(F)(F)F)C(C(=O)NC1CCCCC1)c1ccco1 (stereo unspecified)	-1	1	-1.3	-6	-13	95	4	1	10	0.1
O=C(CN1CCN(C(=O)CCC(=O)N2CCC(c3ccccc3)=N2)CC1)Nc1cccc(F)c1	18	-8	-1.4	-17	-4	88	2	8	/	0.1
COc1cccc(-c2ccc(=O)n(CC(=O)Nc3ccc(C(=O)N4CCCC4)cc3)n2)c1	-2	8	-0.4	6	10	102	1	13	-13	0.3
Cc1[nH]n(-c2ccc([N+](=O)[O-])cc2)c(=O)c1C=NCCc1c(C)[nH]c2ccccc12	14	0	-0.9	-2	-1	92	-5	0	0	0.0
CCN(CC)S(=O)(=O)c1cccc(C(=O)OC2CCOC2=O)c1 (stereo unspecified)	0	2	-0.7	-3	-5	96	2	27	32	-0.1
CCOCCCNC(=O)C(c1ccc(OC)cc1)N(Cc1cccs1)C(=O)c1ccccn1 (stereo unspecified)	3	2	-0.7	8	-13	105	-2	16	-2	-0.1
CCc1cc(=O)oc2cc(C)cc(OC(C)C(=O)NCc3ccncc3)c12 (stereo unspecified)	2	4	-1.6	-2	7	100	2	3	-6	-0.1
CC(C)c1ccc(NC2CCCN(C(=O)CCN3CCCCO3)C2)cc1 (stereo unspecified)	-4	-1	-3.0	-6	2	96	1	9	-2	-0.3
COc1ccc(NC(=O)c2ccc([N+](=O)[O-])s2)c([N+](=O)[O-])c1	2	-2	0.9	-5	0	103	1	3	22	2.3

3 successive entries out of the list so far, for reference:
SMILES	Granule exo inh	ABHD5-PLIN5 inh	MC4R barr agon	NOD2-RIPK2 inh	TLR9-MyD88 block	ABCB6 inh MLPCN	N-glyco inh	MC4R antagonist	Vif inh	aDG glyco act
CCc1cc(=O)oc2cc(C)cc(OC(C)C(=O)NCc3ccncc3)c12 (stereo unspecified)	2	4	-1.6	-2	7	100	2	3	-6	-0.1
CC(C)c1ccc(NC2CCCN(C(=O)CCN3CCCCO3)C2)cc1 (stereo unspecified)	-4	-1	-3.0	-6	2	96	1	9	-2	-0.3
COc1ccc(NC(=O)c2ccc([N+](=O)[O-])s2)c([N+](=O)[O-])c1	2	-2	0.9	-5	0	103	1	3	22	2.3

Source: PubChem BioAssay (several laboratories)

Only part of the results is shown (hit frequency here may not be typical).
